M. tuberculosis HTS: M. tuberculosis growth inhibition, HTS (AID 449762); M. tuberculosis H37Rv growth inhibition, 7H9 media; higher % means a stronger effect; one-dose inhibition, % at 25 µM; IC50 in µM for titrated hits; 0.59% of 330,000 active; in the data active means a potency from the dose series; inconclusive means inhibition above about 70% without an active follow-up result;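 further: bacterial growth assessed after seven days of incubation; strong numbers were not always called active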
inhibitors of VEEV: inhibitors of VEEV TC-83 cytopathic effect, confirmation, Vero cells (AID 588727) | 0.13% of 350,000 active | inhibition, % at 20 µM; hits with a dose series show IC50 in µM | Vero cells, VEEV TC-83 cytopathic effect inhibition; higher % means a stronger effect; in the data active means a potency from the dose series; inconclusive means inhibition mostly from about 14% at the one dose, without a potency; inactive means the rest, 99 in 100 with inhibition below about 12%; further: strong numbers were not always called active
H1N1 NS1A inhibition: NS1A inhibition, H1N1 influenza, cell based functional assay (AID 504329); inhibition, % at 12.5 µM; hits with a dose series show IC50 in µM; 0.3% of 340,000 active; NS1A functional cell-based assay, percent inhibition; higher % means a stronger effect; in the data active means a potency from the dose series; inconclusive means inhibition above about 27% without an active follow-up result; further: strong numbers were not always called active
PhoP GFP inhibition: Inhibition of PhoP regulon, Salmonella typhi GFP reporter cells, confirmation, 4 h (AID 1850). Salmonella Typhi PhoP-promoter GFP reporter, fluorescence, 4 h; higher % means a stronger effect. inhibition, % at 50 µM; hits with a dose series show IC50 in µM. 0.33% of 310,000 active; in the data active means a potency from the dose series; inconclusive means inhibition mostly from about 25% at the one dose, without a potency; inactive means the rest, 99 in 100 with inhibition below about 19%;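 further: 0% = induced wells with vehicle and 100% = uninduced wells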
M. tuberculosis: growth inhibition of non-replicating M. tuberculosis (AID 488890). Mycobacterium tuberculosis non-replicating, growth inhibition; higher % means a stronger effect. one-dose inhibition, % at 25 µM; IC50 in µM for titrated hits. 0.39% of 320,000 active; in the data active means a potency from the dose series; inconclusive means inhibition mostly from about 82% at the one dose, without a potency; inactive means the rest, 99 in 100 with inhibition below about 76%;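 further: plate controls were DMSO cells for no effect and high antibiotic wells for full effect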
* marks the source's active call; other numbers are inactive results; i = inactive; u = inconclusive; x = not tested or not shown.

SMILES	M. tuberculosis HTS	inhibitors of VEEV	H1N1 NS1A inhibition	PhoP GFP inhibition	M. tuberculosis
CC1(C)OC(=O)C(=Cc2ccc[nH]2)C(=O)O1	<0.2µM*	0.8%	11%	5%	u
CCOC(=O)c1sc(NC(=O)CSc2n[nH]c(CC)n2)nc1C	0%	1.0%	-12%	2%	16%
O=C(Nc1ccc(N2CCOCC2)cc1)c1cc(-n2cnnc2)ccc1Cl	1%	2.1%	-5%	-3%	-21%
N#Cc1ccccc1NC(=O)CN1C(=O)NC(Cc2c[nH]c3ccccc23)C1=O (stereo not given)	2%	8.6%	-14%	x	-3%
O=C(COc1cccnc1[N+](=O)[O-])c1ccc(Cl)s1	-4%	1.1%	15%	5%	17%
CC1CCN(S(=O)(=O)c2ccc(Cl)cc2Br)CC1	3%	i	-1%	-4%	9%
CC(C)(C)C(=O)OCOC(=O)[C@@H]1N2C(=O)[C@@H](N=CN3CCCCCC3)[C@H]2SC1(C)C	7%	3.0%	-1%	-11%	-5%
CN1CCCC(OC(=O)c2ccc(S(=O)(=O)N(C)C)cc2)C1 (stereo not given)	2%	1.1%	-7%	-6%	-18%
O=C(CNC(=O)c1cccnc1)N/N=C/c1ccc(O)cc1O	1%	i	13%	14%	-27%
[O-]/[N+](=C\c1ccc(F)cc1)c1ccccc1	-4%	1.9%	0%	0%	27%
Cc1ccc(S(=O)(=O)N2CCOCC2)cc1NCC(=O)Nc1ccc(OC(F)(F)F)cc1	-9%	3.1%	5%	x	8%
COc1ccc(-c2cc(=O)[nH][nH]2)cc1OC	-2%	i	2%	-1%	2%

Structures shown so far containing a Cl atom (3):
SMILES	M. tuberculosis HTS	inhibitors of VEEV	H1N1 NS1A inhibition	PhoP GFP inhibition	M. tuberculosis
O=C(Nc1ccc(N2CCOCC2)cc1)c1cc(-n2cnnc2)ccc1Cl	1%	2.1%	-5%	-3%	-21%
O=C(COc1cccnc1[N+](=O)[O-])c1ccc(Cl)s1	-4%	1.1%	15%	5%	17%
CC1CCN(S(=O)(=O)c2ccc(Cl)cc2Br)CC1	3%	i	-1%	-4%	9%

(next part)
SMILES	M. tuberculosis HTS	inhibitors of VEEV	H1N1 NS1A inhibition	PhoP GFP inhibition	M. tuberculosis
Clc1cnc(N/N=C/c2ccco2)c(Cl)c1	u	i	-10%	-8%	u
O=C(NCc1ccccc1)N1CCN(c2ccc(Cl)c(Cl)c2)CC1	8%	i	1%	-2%	3%
O=C(Nc1cc(C(=O)N2CCOCC2)cc(C(=O)N2CCOCC2)c1)c1cc(F)c(F)cc1Cl	2%	i	3%	-12%	0%
COc1ccc(NC(=O)CCCn2c(=O)c3sccc3n(Cc3ccc(C)cc3C)c2=O)cc1	-3%	1.3%	-6%	-13%	5%
COc1ccc(OC)c(C2C3=C(N=c4s/c(=C\c5cccc(O)c5)c(=O)n42)c2ccccc2CC3)c1 (stereo not given)	u	u	17%	-10%	11%
COc1cccc(CNC(=O)c2ccc(CS(=O)Cc3ccc(C)cc3)o2)c1 (stereo not given)	5%	2.2%	-9%	-19%	11%
CN1CCN(c2cc([N+](=O)[O-])ccc2Cl)CC1	-3%	i	-2%	-5%	-7%
CC(=O)N/C(=N/c1nc(C)cc(C)n1)Nc1cc(C)cc(C)c1	-1%	0.6%	0%	-1%	5%
COc1ccc(CN2CCN(C(=O)c3ccccc3C(=O)c3ccccc3)CC2)cc1OC	x	2.4%	-5%	x	x
COc1ccc(CC(=O)N2CCC3(CC2)NCCc2[nH]cnc23)cc1	3%	0.5%	-3%	9%	-6%
COC(=O)c1ccc(C(=O)OC)c(NC(=O)COC(=O)CCOc2ccc(C)cc2)c1	9%	1.5%	8%	-11%	20%
Cn1cccc1Cc1nnc(SCC(=O)Nc2ccccc2F)n1-c1ccc(F)cc1	-1%	i	0%	-3%	21%
O=C(OCc1nc2ccc(Cl)cc2n1CCO)c1ccccc1C(=O)c1ccccc1	2%	i	-5%	-2%	25%
CCN(CC)Cc1c(C(=O)N/N=C/c2ccco2)nnn1-c1nonc1N	0%	i	8%	-4%	-4%
CCCOc1ccccc1C1CC(=O)Nc2cc3c(cc21)OCO3 (stereo not given)	8%	u	4%	9%	12%
C=CCN1C(=O)/C(=C/c2ccc(Br)s2)C(=O)NC1=S	5%	35%	4%	-8%	57%
Cc1ccc2oc(-c3ccccc3)nc2c1	1%	0.3%	1%	5%	2%
CCN1C(=S)N[C@@H](CCc2ccccc2)[C@H](C(=O)OC)[C@H]1C	-1%	i	-2%	15%	23%
CCOC(=O)c1ccc(NC(=O)COc2coc(CN3CCc4ccccc43)cc2=O)cc1	34%	1.2%	-20%	3%	13%
COc1ccc(C(=O)NCc2nnc(SCC(=O)NC3CCCCC3)n2C)cc1	5%	1.1%	2%	4%	0%
Cc1ccc(S(=O)(=O)Nc2ccccc2N=Cc2ccc([N+](=O)[O-])cc2[N+](=O)[O-])cc1	x	1.0%	14%	x	x
CC1CN(CC(=O)Nc2ccccc2Sc2ccccc2)CC(C)O1 (stereo not given)	-7%	i	-2%	-3%	29%
Cc1ccc(N2CC(C(=O)Nc3ccc(S(=O)(=O)NCC4CCCO4)cc3)CC2=O)cc1 (stereo not given)	-11%	2.9%	-6%	-4%	6%
CCOc1cc(CN2CCN(c3cccc(C(F)(F)F)c3)CC2)ccc1O	-11%	i	-7%	13%	15%
Cc1cccc(-n2nc3c(c2NC(=O)c2cc4ccccc4o2)CS(=O)(=O)C3)c1	6%	2.6%	1%	0%	-5%
COc1cc(OC)c(C2=NOC(C(=O)NCc3ccc4c(c3)OCO4)C2)cc1Cl (stereo not given)	12%	i	5%	-3%	14%
COc1cccc(C2=NOC(C(=O)Nc3cc(C)on3)C2)c1OC (stereo not given)	3%	0.2%	0%	-13%	0%
N#CCC(=O)Nc1ccc(C(=O)OCC(=O)NC2CCCCCC2)cc1	0%	1.7%	-1%	x	11%
Cc1[nH]n(C(N)=S)c(=O)c1N=Nc1ccc(S(=O)(=O)N2CCCC2)cc1	-6%	i	4%	7%	-11%
CN(C)/N=C/c1ccc(/C=N/NC(N)=S)o1	11%	0.1%	-5%	-2%	59%
O=C(CNc1ccccc1)Nc1ccc(F)cc1	-3%	0.1%	1%	-8%	49%
COc1ccccc1C1C(C#N)=C(N)N(N(C)C)C2=C1C(=O)CC(C)(C)C2 (stereo not given)	2%	i	-4%	-3%	3%
Cc1ccc(N(CC(=O)NC(C)(C)C)C(=O)CNC(=O)c2cccs2)cc1C	-4%	7.1%	-2%	10%	4%
O=C(NCc1ccccn1)c1c(-c2ccccc2)sc2ccccc12	5%	4.9%	-2%	x	33%
Cc1occc1C(=O)NCc1ccccn1	2%	0.9%	1%	2%	-17%
COc1cc(NC(=O)COc2cccc(OC)c2)cc(OC)c1	47%	i	2%	10%	u
O=C(Nc1ccc(N2CCOCC2)cc1N1CCOCC1)c1cccc([N+](=O)[O-])c1	3%	0.3%	12%	-6%	-9%
COc1ccc(NC(=O)C(CC(C)C)NC(=O)C2CCC(C)CC2)c(OC)c1 (stereo not given)	-1%	1.2%	11%	4%	46%
CCOc1ccc2[nH]c3c(NCCN(C)C)ncnc3c2c1	-5%	i	-17%	1%	-2%
O=C(NC(=S)NC1C2CC3CC(C2)CC1C3)c1ccccc1 (stereo not given)	17%	i	21%	-12%	53%
CCOC(=O)CNC(=O)c1cc(C)oc1C	-5%	x	x	-2%	1%
CC(CN1C(C)CCCC1C)OC(=O)c1ccccc1F (stereo not given)	2%	i	2%	2%	-1%
CCOC(=O)C1CCN(C(=O)CN(c2cccc(C(F)(F)F)c2)S(C)(=O)=O)CC1	-7%	0.7%	13%	4%	4%
Cc1ccc(CNC(=O)C2(C(F)(F)F)C/C(=C\Cc3ccccc3)CCCO2)o1 (stereo not given)	-1%	0.8%	-8%	3%	1%
CCS(=O)(=O)c1nc(S(=O)(=O)c2ccc(Cl)cc2)c(N2CCN(C)CC2)s1	3%	i	-7%	-9%	-8%
CN(C)/C=N/C(=S)Nc1ccc(Cl)cc1	4%	1.5%	-16%	13%	40%
O=C(Nc1cccc(C(F)(F)F)c1)C12CC3CC(CC(C3)C1)C2	u	0.8%	8%	5%	21%
Cc1ccc(NC(=O)Cc2ccsc2)cc1Cl	65%	0.9%	-15%	3%	21%

Complete entries, looked up by structure:
Shown for COc1ccccc1C1C(C#N)=C(N)N(N(C)C)C2=C1C(=O)CC(C)(C)C2 (stereo not given) : M. tuberculosis HTS: 2%; inhibitors of VEEV: i; H1N1 NS1A inhibition: -4%; PhoP GFP inhibition: -3%; M. tuberculosis: 3%
Shown for Cn1cccc1Cc1nnc(SCC(=O)Nc2ccccc2F)n1-c1ccc(F)cc1 : M. tuberculosis HTS: -1%; inhibitors of VEEV: i; H1N1 NS1A inhibition: 0%; PhoP GFP inhibition: -3%; M. tuberculosis: 21%
Shown for CCOC(=O)c1sc(NC(=O)CSc2n[nH]c(CC)n2)nc1C : M. tuberculosis HTS: 0%; inhibitors of VEEV: 1.0%; H1N1 NS1A inhibition: -12%; PhoP GFP inhibition: 2%; M. tuberculosis: 16%

Some entries already given, reduced to M. tuberculosis and H1N1 NS1A inhibition.
Compound | M. tuberculosis | H1N1 NS1A inhibition
Cc1ccc(CNC(=O)C2(C(F)(F)F)C/C(=C\Cc3ccccc3)CCCO2)o1 (stereo not given) | 1% | -8%
CCS(=O)(=O)c1nc(S(=O)(=O)c2ccc(Cl)cc2)c(N2CCN(C)CC2)s1 | -8% | -7%
CN(C)/C=N/C(=S)Nc1ccc(Cl)cc1 | 40% | -16%
O=C(Nc1cccc(C(F)(F)F)c1)C12CC3CC(CC(C3)C1)C2 | 21% | 8%
Cc1ccc(NC(=O)Cc2ccsc2)cc1Cl | 21% | -15%

More results
SMILES	M. tuberculosis HTS	inhibitors of VEEV	H1N1 NS1A inhibition	PhoP GFP inhibition	M. tuberculosis
COc1ccccc1NC(=O)Cc1coc2cc(C)ccc12	4%	3.6%	-5%	-2%	31%
COc1ccc(Cc2nnc(SC(C)C(=O)Nc3ccc(C(N)=O)cc3)o2)cc1 (stereo not given)	3%	3.4%	-17%	10%	1%
CCOc1nc(Nc2ccccc2F)nc(OCC)n1	4%	i	-1%	3%	16%
CCOC(=O)CCc1c(C)c2ccc(OCC(=O)N3CCOCC3)c(C)c2oc1=O	-6%	7.5%	-5%	-6%	-6%
O=C(c1ccc(F)cc1)C1CCN(C(=O)c2ccncc2)CC1	-3%	2.0%	3%	3%	-1%
COc1ccccc1C(=O)NCCN=C1NS(=O)(=O)c2ccccc21	8%	0.5%	-1%	7%	-12%
Cc1ccc(S(=O)(=O)N2CCN(C(=O)c3cc4c(s3)CCC(C)C4)CC2)cc1 (stereo not given)	x	3.6%	-5%	x	x
Nc1c(C(=O)NCc2ccccc2)nnn1Cc1ccc(F)cc1	-4%	1.1%	0%	-2%	8%
CCN(CC(=O)Nc1c(F)cccc1F)C(=O)CNC(=O)c1cccc(C)c1	0%	1.1%	2%	4%	-5%
CCc1ccccc1N(CC(=O)NCc1ccco1)C(=O)CCC(=O)Nc1ccccn1	-3%	0.3%	7%	3%	-8%
CCCN1CCN(S(=O)(=O)c2ccc3c(c2)NC(=O)C(C)S3)CC1 (stereo not given)	8%	0.4%	0%	-5%	5%
